Source: PubChem
HRP interference: HRP/luminol detection interference without ALR, dose response, artefact control for ALR inhibitor project, biochemical, luminescence, no ALR or DTT | HRP/H2O2 luminol luminescence counterscreen, no ALR | AC50 in µM for hits, for the others activity change, negative = inhibition, % at the top dose, mostly 10 µM | 2,500 compounds, 15% hits;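 active = signal-lowering compounds whose fitted half-maximal concentration AC50 is no higher than ten times their top tested concentration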;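 also: 0% = median of neutral control wells and -100% = median of quercitin 100 µM wells; many of its hits are not listed in these tables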
* = called active by the depositor. Not all compounds are listed. The share of hits here may be higher or lower than overall.

SMILES | HRP interference
O=C(O)c1ccc(-n2c(/C=C/c3cccc([N+](=O)[O-])c3)nc3ccccc3c2=O)cc1 | -2.9%
COc1ccc(S(=O)(=O)/N=C2/NC(=O)/C(=C/c3ccco3)S2)cc1 | -2.8%
CC1(C)Nc2ccccc2N(CC(=O)N2CCCCC2)C1=O | -0.3%
O=C(CC1C(=O)Nc2ccccc2N1CC(=O)N1CCCC1)Nc1ccc(Br)cc1 (stereo not given) | -1.9%
COc1cc(OC)cc(-c2cn[nH]c2N)c1 | 0.2%
Cc1cc(C(=O)NNc2ccc(F)cc2F)no1 | 2.7%
O=C(CCc1ccccc1F)N1CCN(c2ccccc2)CC1 | -1.1%
CCCC(C)NC(=O)Cc1ccc(Br)cc1 (stereo not given) | 0.2%
CC(C)N1C(=O)C2C(c3ccccc3O)NC(C)(C(=O)O)C2C1=O (stereo not given) | -10%
CN(C)c1ccc(C(=O)Nc2nc3c(s2)CCCC3)cc1 | -0.2%
Cc1nc2cccc(C(=O)Oc3ccc([N+](=O)[O-])cc3)c2o1 | -0.7%
CN(CCCNC(=O)C1CCCN(S(=O)(=O)c2cnc[nH]2)C1)c1ccccc1 (stereo not given) | -2.6%
CC(NC(=O)C(=O)N1CCCCC1)C(c1cccs1)N1CCN(c2ccc(F)cc2)CC1 (stereo not given) | -2.0%
Oc1ccc(CCc2n[nH]c(=S)n2-c2ccc(F)cc2)cc1 | -7.2%
O=c1ccsn1Cc1ccccc1 | -0.8%
Cc1ccc(N2C(=O)C(CC(=O)Nc3cccc(F)c3)N(C3CC3)C2=O)cc1 (stereo not given) | -0.4%
CC(=O)N1CC[n+]2c(-c3ccc(Cl)cc3)csc21 | -1.7%
O=c1oc2c3c4c(cc2s1)CCCN4CCC3 | 0.9%
O=C1N/C(=N/O)S/C1=C\c1ccccc1-n1cccn1 | -7.7%
S=c1[nH]nc(Cc2noc3ccccc23)n1-c1ccc(Cl)cc1 | -3.7%
O=C1CSC(c2ccccc2[N+](=O)[O-])N1c1cccc(F)c1 (stereo not given) | -0.8%
S=c1[nH]nc(-c2n[nH]c3c2CCC3)n1/N=C/C=C/c1ccco1 | -1.7%
Cc1nonc1C(=O)N1CCCC(N2CCN(c3ccc(F)cc3)CC2)C1 (stereo not given) | -2.1%
O=C(Nc1ccccc1N1CCCC1)c1cccnc1 | -10%
O=C(O)CCCC(=O)N1CCN(c2nc(-c3ccccc3)c3ccccc3n2)CC1 | -7.7%
O=C(c1cc(-c2ccc(O)cc2)on1)N1CCN(c2ccc(F)cc2)CC1 | 0.5%
COc1ccc(-c2csc(N(CCCN(C)C)C(=O)c3ccc(F)cc3)n2)cc1 | 0.1%
COc1ccc(/C=N/Nc2ccc(C(=O)O)cc2)cc1Br | -9.9%
COc1ccc(/C=N/NC(=O)c2ccncc2)cc1CN1CCN(c2ccc(F)cc2)CC1 | -3.5%
COC(=O)c1ccc(NC(=O)c2cccc(Cl)c2)o1 | 0.7%
CCc1cc2c3c(c1)C(C)CC(C)(C)N3C(=O)/C2=C1\SC(=O)NC1=O (stereo not given) | -3.0%
CCN(CC)c1ccc(NC(=O)CN2CCN(c3ccccn3)CC2)cc1 | -14%
CCN(CC)c1ccc2oc(=O)c(C)nc2c1 | -2.8%
COc1ccc(N2Cc3cccc(C(=O)NC(C)CCc4ccco4)c3C2=O)cc1 (stereo not given) | -4.2%
CCCn1c(C(C)NC(=O)c2ccccc2)n[nH]c1=S (stereo not given) | -6.8%
Cc1cccc(Oc2ccc(NC(=O)c3ccccc3C(=O)O)cc2)c1 | -1.6%
COc1ccc(C(=O)NCC(c2cccnc2)N2CCN(c3ccc(F)cc3)CC2)cc1OC (stereo not given) | 0.6%
O=c1ccc(-c2n[nH]c(=S)n2-c2ccc(F)c(Cl)c2)n[nH]1 | 3.0%
Oc1ccc(/C=N/Nc2ccc(C(F)(F)F)cn2)cc1 | -3.9%
O=C(NCCc1ccc(O)cc1)c1ccc(Cl)cc1 | -4.9%
O=c1cnnc(Nc2ccc(Nc3ccccc3)cc2)[nH]1 | -6.0%
Nc1ccccc1C(O)(Cc1ccccc1)c1ccccc1 (stereo not given) | 1.7%
CC(=O)c1ccc(S(=O)(=O)Nc2cccc(S(=O)(=O)NC3=NCCC3)c2)cc1 | 0.0%
CC(C)Cc1nc2ccc(N)cc2[nH]1 | -7.2%
Nc1ccc(-c2nc3ccc(C(=O)O)cc3s2)cc1 | -4.9%
COc1ccc(CC(=O)N2CCN(c3ccc(C4=NNC(=O)CC4C)cc3)CC2)cc1 (stereo not given) | -0.7%
CCN(CC)c1ccc(N=C2C(=O)Nc3ccccc32)cc1 | -5.7%
CCc1cc(C(=O)c2ccc(OC)cc2)c(NC(=O)CC(C)(C)CC(=O)O)s1 | -10%
S=c1[nH]ncn1/N=C/c1cccc(Oc2ccccc2)c1 | -10%
CC(CN(C)C)CN1c2ccccc2Sc2ccccc21 (stereo not given) | -5.9%

Further compounds
SMILES | HRP interference
CCNc1ccc(S(=O)(=O)N(C)C)cc1NCC(=O)Nc1ccccc1Cl | -0.3%
COc1c(/C=N/Nc2ccc(C(=O)O)cc2)c(CCN(C)C(C)=O)cc2c1OCO2 | -1.5%
COc1cc(/C=C2\SC(N3CCC(C)CC3)=NC2=O)ccc1O | -11%
Cc1cccc(N=C(NO)c2nonc2N)c1 | -3.3%
COc1ccc(/C=N/Nc2nc3ccccc3o2)cc1O | -8.7%
Cc1nc(C(=O)N2CCCC(Nc3ccc(C)c(C)c3)C2)cs1 (stereo not given) | -3.6%
CSc1nnc(-c2ccncc2)n1CCCN1CCCC1=O | 2.4%
CN(C)c1ccc(CNc2ccc3c(c2)ncn3C)cc1 | -10%
CC(C)(C)c1ccc(-c2nc3cc(N)ccc3o2)cc1 | -0.7%
C/C(=N\NC(=O)CCCNc1ccc(C)cc1)c1ccccn1 | -2.9%
CC(=O)N1CCN(c2ccc(NCc3cccc4ccccc34)cc2)CC1 | -12%
COc1ccc(NCCc2ccccn2)cc1 | -4.1%
Cc1ccc(-c2nc3cc(N)ccc3o2)c(C)c1 | 1.8%
Cc1cc(NC(=O)c2sc(Nc3ccc(F)cc3)nc2N)no1 | 1.4%
Cc1cccc(C2CN(C)CCc3c2cc(O)c(O)c3Cl)c1 (stereo not given) | 8.8µM*
COc1ccc(OC)c2c(C)cc(N3CCCN(C)CC3)nc12 | -1.8%
CC(C)(C)c1ccc(Oc2ccc(N)cn2)cc1 | -1.4%
O=C(NCc1ccccc1Cl)C1CCCN(S(=O)(=O)c2cnc[nH]2)C1 (stereo not given) | -6.0%
CN1C(=O)CC(NNC(=O)c2ccc(Cl)cc2)C1=O (stereo not given) | 5.8%
CCn1c(-c2ccc(N(C)C)cc2)nc2ccccc21 | 0.4%
COc1ccc(NC2CCCN(C(=O)c3cc4ncccn4n3)C2)cc1 (stereo not given) | -7.7%
COc1ccc(CSC2=NCCN2)cc1Cl | 1.4%
Nc1cccc(CCc2ccncc2)c1 | -1.0%
CCC(=O)Nc1cccc(-c2cnc3ccccc3n2)c1 | -4.3%
O=C(NCc1cccnc1)c1ccc(COc2ccccc2Cl)cc1 | 0.9%
CCN(C=NC1=NN(c2cccc(C(F)(F)F)c2)CC1)CC | -2.1%
S=c1[nH]nc(COc2ccc(Cl)cc2Cl)n1-c1ccccc1 | -8.4%
CCN(CC)c1ccc(/C=C2\SC(N)=NC2=O)cc1 | 0.2%
COc1ccc(-c2noc(CN3CCN(c4ccccc4F)CC3)n2)cc1OC | -0.4%
COc1ccc(NC2CCCN(C(=O)c3cccs3)C2)cc1 (stereo not given) | -14%
COc1cc(/C=N/NC(=O)Cn2cnc3c2c(=O)n(C)c(=O)n3C)ccc1O | -4.3%
CC1CCC2(CC1)NC(=S)N(c1ccccc1)N2 (stereo not given) | 2.9%
CC1CCCCC1NC(=O)c1ccc(S(=O)(=O)NNC(=O)c2ccncc2)cc1 (stereo not given) | -12%
CC(C)=NNc1nc(-c2ccccc2)cs1 | 16%
CCc1ccc2oc(-c3ccc(NC(C)=O)cc3)nc2c1 | -0.6%
N#CCCn1cc(C(CC(=O)c2ccc(Br)cc2)C(=O)O)c2ccccc21 (stereo not given) | -0.5%
Cc1ccc(C)c(-c2nc3cc(N)ccc3o2)c1 | -0.8%
Cc1[nH]nc2c1-c1nc3ccccc3nc1C(C)(C)C2 | 1.2%
S=c1[nH]nc(-c2cccc3ccccc23)n1-c1cccnc1 | -7.1%
Brc1ccc(-c2ncc3ccccn23)cc1 | -3.2%

27 consecutive records out of the list so far, quoted:
SMILES | HRP interference
CC(CN(C)C)CN1c2ccccc2Sc2ccccc21 (stereo not given) | -5.9%
CCNc1ccc(S(=O)(=O)N(C)C)cc1NCC(=O)Nc1ccccc1Cl | -0.3%
COc1c(/C=N/Nc2ccc(C(=O)O)cc2)c(CCN(C)C(C)=O)cc2c1OCO2 | -1.5%
COc1cc(/C=C2\SC(N3CCC(C)CC3)=NC2=O)ccc1O | -11%
Cc1cccc(N=C(NO)c2nonc2N)c1 | -3.3%
COc1ccc(/C=N/Nc2nc3ccccc3o2)cc1O | -8.7%
Cc1nc(C(=O)N2CCCC(Nc3ccc(C)c(C)c3)C2)cs1 (stereo not given) | -3.6%
CSc1nnc(-c2ccncc2)n1CCCN1CCCC1=O | 2.4%
CN(C)c1ccc(CNc2ccc3c(c2)ncn3C)cc1 | -10%
CC(C)(C)c1ccc(-c2nc3cc(N)ccc3o2)cc1 | -0.7%
C/C(=N\NC(=O)CCCNc1ccc(C)cc1)c1ccccn1 | -2.9%
CC(=O)N1CCN(c2ccc(NCc3cccc4ccccc34)cc2)CC1 | -12%
COc1ccc(NCCc2ccccn2)cc1 | -4.1%
Cc1ccc(-c2nc3cc(N)ccc3o2)c(C)c1 | 1.8%
Cc1cc(NC(=O)c2sc(Nc3ccc(F)cc3)nc2N)no1 | 1.4%
Cc1cccc(C2CN(C)CCc3c2cc(O)c(O)c3Cl)c1 (stereo not given) | 8.8µM*
COc1ccc(OC)c2c(C)cc(N3CCCN(C)CC3)nc12 | -1.8%
CC(C)(C)c1ccc(Oc2ccc(N)cn2)cc1 | -1.4%
O=C(NCc1ccccc1Cl)C1CCCN(S(=O)(=O)c2cnc[nH]2)C1 (stereo not given) | -6.0%
CN1C(=O)CC(NNC(=O)c2ccc(Cl)cc2)C1=O (stereo not given) | 5.8%
CCn1c(-c2ccc(N(C)C)cc2)nc2ccccc21 | 0.4%
COc1ccc(NC2CCCN(C(=O)c3cc4ncccn4n3)C2)cc1 (stereo not given) | -7.7%
COc1ccc(CSC2=NCCN2)cc1Cl | 1.4%
Nc1cccc(CCc2ccncc2)c1 | -1.0%
CCC(=O)Nc1cccc(-c2cnc3ccccc3n2)c1 | -4.3%
O=C(NCc1cccnc1)c1ccc(COc2ccccc2Cl)cc1 | 0.9%
CCN(C=NC1=NN(c2cccc(C(F)(F)F)c2)CC1)CC | -2.1%

Following part
SMILES | HRP interference
Cc1cccc(C(=O)Nc2onc(C)c2C#N)c1 | -5.9%
COc1cc(/C=N/NC(=O)C2C3CCCCC32C)cc(Br)c1O (stereo not given) | -9.2%
COc1ccc(CNc2ccc(Br)cc2)cc1 | -2.4%
CC1C/C(=N/NC(=O)c2cccc(F)c2)c2ccc(O)cc2C1 (stereo not given) | -7.1%
COc1ccc(OC)c(S(=O)(=O)Nc2ccccc2O)c1 | -2.6%
Cc1ccc(NCc2nc3ccccc3n2C)cc1C | 0.5%
Cc1ccc(CS(=O)Cc2ccc(C(=O)N3CCN(c4ccccc4)CC3)o2)cc1 (stereo not given) | 0.8%
CCCCCCCCN1[C@@H](CC(=O)O)c2ccc(C(F)(F)F)cc2S1(=O)=O | -7.8%
O=[N+]([O-])c1ccc(-c2cn(-c3ccccc3F)c(=S)[nH]2)cc1 | -1.2%
COc1ccc(C(=O)N2CCCC(Nc3ccc(C)c(C)c3)C2)cc1 (stereo not given) | -3.4%
CC[C@@H](C)[C@H](NC(=O)Cc1c(C)c2cc3c(C)coc3c(C)c2oc1=O)C(=O)O | -8.0%
O=C(/C(=N/N=C/c1ccc(O)c(O)c1O)c1ccccc1)c1ccccc1 | -5.7%
CC(=O)Nc1nc(C)c(-c2csc(Nc3ccc(O)cc3)n2)s1 | -8.3%
S=c1[nH]nc(/C=C/c2ccccc2)o1 | -2.4%
CC1CC(C)CN(C(=O)c2ccc(-c3ccc([N+](=O)[O-])cc3)o2)C1 (stereo not given) | -0.7%
CCC(=O)c1ccc2c(c1)N(CCCN(C)C)c1ccccc1S2 | -6.1%
Nc1scc(-c2ccncc2)c1Cl | -4.8%
CC(=O)Nc1ccc(-c2csc(NNC(=O)c3ccccc3)n2)cc1 | 3.2%
COc1ccc(N2C(=O)CSC2c2ccc([N+](=O)[O-])cc2)cc1 (stereo not given) | 0.6%
COc1ccc2nc(N3CCCC3)[nH]c2c1 | -7.0%

Taken from the listing, two compounds:
SMILES | HRP interference
CC[C@@H](C)[C@H](NC(=O)Cc1c(C)c2cc3c(C)coc3c(C)c2oc1=O)C(=O)O | -8.0%
O=C(/C(=N/N=C/c1ccc(O)c(O)c1O)c1ccccc1)c1ccccc1 | -5.7%

Remaining list, next part.
SMILES | HRP interference
COc1cc(/C=N\NC(=O)c2ccc(Cn3cc(Br)c([N+](=O)[O-])n3)o2)cc(OC)c1O | -2.6%
COc1ccccc1CNc1ncc(-c2ccc(F)cc2)n1C | -3.9%
CCN(CC)C(=O)c1csc(Nc2ccc(C)cc2)n1 | 0.8%
CN(c1ccc(O)cc1)c1nc(-c2cccnc2)cs1 | -4.0%
CCn1c(O)c(/C=N/n2cnnc2)sc1=S | -10%
